# High-throughput results: PubChem, National Center for Advancing Translational Sciences (NCATS)
# KB-3-1 cytotox: kills parental KB-3-1 adenocarcinoma cells. KB-3-1 viability, CellTiter-Glo ATP luminescence, 72 h. AID 1347075. 400,000 compounds, 1.4% hits. Potency, µM (doses to about 46.1 µM), inactives show at the top dose activity change, negative = cytotoxic, most hits filed as cytotoxic; note: potency is the fitted concentration of half-maximal effect; % is set by controls: 0 for no effect and ±100 for the full control effect; nearly all actives have a fitted effect of over 60% in size
#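 Using CellTiter-Glo luminescence, growth of non-resistant KB-3-1 adenocarcinoma cells is assessed 72 h after pin-tool compound addition at 37 °C. Normalized responses across the concentration series yield fitted curves.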
# D3 ag: agonists of human D3 dopamine receptor; D3R DiscoveRx beta-arrestin cells, luminescence, 90 min; max activation, %; 410,000 compounds, 0.58% hits; AID 652048; in the data active = max activation above about 30%; note: 0% is about no effect; mostly tested at two doses, the higher about 12 µM
# Target sequence (P35462 whole entry, looked up): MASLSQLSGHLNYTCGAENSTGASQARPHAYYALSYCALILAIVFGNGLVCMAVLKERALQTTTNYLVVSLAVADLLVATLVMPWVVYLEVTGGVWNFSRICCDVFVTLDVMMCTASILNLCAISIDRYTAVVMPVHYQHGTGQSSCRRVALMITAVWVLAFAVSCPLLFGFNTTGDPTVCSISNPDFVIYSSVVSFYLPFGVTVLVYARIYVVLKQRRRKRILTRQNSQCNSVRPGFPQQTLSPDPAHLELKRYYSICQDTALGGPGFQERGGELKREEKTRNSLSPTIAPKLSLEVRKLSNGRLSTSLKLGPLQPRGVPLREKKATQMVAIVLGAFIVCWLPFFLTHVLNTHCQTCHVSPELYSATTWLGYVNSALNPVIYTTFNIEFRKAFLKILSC
#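 Agonist-mode cell screen: cells plated at 1500/well and incubated overnight at 37 °C, then exposed to library compounds for 90 min at 37 °C. Detection reagent was added for 30–60 min at room temperature, and luminescence was read.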
# HT1080-NT tox: kills 2HG-producing HT-1080-NT fibrosarcoma cells. HT-1080-NT fibrosarcoma viability, CellTiter-Glo ATP luminescence, 48 h. Potency, µM (series often up to 46.1 µM), for inactives: top-dose activity, negative = less viability, actives largely listed as cytotoxic. 360,000 compounds, 1.6% hits. AID 686970;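 note: NT is the 2HG producing partner of a matched IDH1 knockdown line; potency is the fitted concentration of half-maximal effect; 0% = DMSO-treated cells and -100% = media-only wells without cells; nearly all actives have a fitted effect of over 55% in size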
#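 Viability by CellTiter-Glo luminescence after 48 h compound exposure at 37C of HT-1080-NT cells (750/well, RPMI, 5% FBS). % activity scaled between DMSO wells and medium-only wells, then curve-fitted and categorized by curve class.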
# GLP1R cytotox: cytotoxic in the GLP-1 receptor inverse agonist counter-screen | Potency, µM (series often up to 38.3 µM), for the others: at the highest dose activity change, negative = inhibition, hits mostly inhibitors | AID 624418 | HEK293 cAMP-luciferase reporter cells, luminescence, 24 h | 410,000 compounds, 0.13% hits;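 note: loss of luciferase light is scored as toxicity; potency is the fitted concentration of half-maximal effect; % is set by controls: 0 for no effect and ±100 for the full control effect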
#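 Here, cytotoxicity is scored as loss of luminescence. The MLSMR collection was tested on cells seeded in medium containing 10% Nu serum, with a 24 hr compound exposure preceded by 12 hours of culture.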
# MCF10A rerep: inducers of DNA re-replication in MCF 10A breast cells; AID 624296; MCF 10A DNA re-replication, Hoechst nuclear intensity, 48 h; 350,000 compounds, 2.9% hits; Potency, µM (series often up to 46.1 µM), without a hit: top-dose activity, positive = re-replication, most hits filed as activators; note: potency is the fitted concentration of half-maximal effect; % of control where 0% means no effect; nearly all actives have a fitted effect of over 50% in size
# IL-1B inflam inh: inflammasome signaling inhibition, IL-1 beta readout; 360,000 compounds, 4.7% hits; THP-1 LPS/ATP IL-1B secretion, AlphaLISA, 16 h; stronger effect = lower value; activity change, % at 57.5 µM; in the data active = activity change below about -50%; inconclusive = mostly about -30% to -49%; note: % is set by controls: 0 for no effect and ±100 for the full control effect
#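 Secreted IL-1B measured by AlphaLISA bead assay after 16 h compound exposure of THP-1 cells; compounds (final up to 57.5 uM) added 1 h before LPS (250 ng/mL) and ATP (1.25 mM) stimulation; lower signal means less secretion.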
# SW480 rereplic: induces DNA re-replication in SW480 colon adenocarcinoma cells. SW480 DNA re-replication, Hoechst DNA content imaging, 48 h. Potency, µM (top dose mostly 46.1 µM), for the others: at the top dose re-replication activation, usual class: activators. 340,000 compounds, 1.8% hits; note: potency is the fitted concentration of half-maximal effect; % of control where 0% means no effect; nearly all actives have a fitted effect of over 55% in size
#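 Per well, 250 cells were exposed to pinned compound for 48 hr. Nuclear DNA was visualised with Hoechst (40 min, 37 C) and total object intensity recorded by fluorescence scanning.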
# KB-V1 cytotox: KB-V1 MDR subline cytotoxicity; KB-V1 MDR cells viability, CellTiter-Glo, 72 h; 400,000 compounds, 3.4% hits; Potency, µM (doses to about 46.1 µM), inactives show at the highest dose activity change, negative = cytotoxicity, hits mostly cytotoxic; note: potency is the fitted concentration of half-maximal effect; % is set by controls: 0 for no effect and ±100 for the full control effect; nearly all actives have a fitted effect of over 60% in size
#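 Cytotoxicity toward P-gp-expressing KB-V1 cells was determined as loss of CellTiter-Glo luminescence after 72 h at 37 degrees C. Compounds were tested in quantitative HTS format across a concentration range, with curves fitted to normalized data.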
# HT1080 IDH1KD tx: toxicity to HT-1080 IDH1 knockdown cells (counter line) | HT-1080 IDH1 knockdown viability, ATP luminescence, 48 h | Potency, µM (titrated, usually from 46.1 µM), inactives show top-dose activity, negative = toxicity, most hits filed as cytotoxic | AID 686971 | 360,000 compounds, 2% hits;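 note: potency is the fitted concentration of half-maximal effect; 0% = DMSO wells and -100% = cell-free medium wells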
#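 CellTiter-Glo luminescence after 48 h compound exposure at 37 degrees C of IDH1-knockdown HT-1080 cells in 5% FBS RPMI. %Activity scaled between DMSO wells and cell-free media wells, with curves fitted and assigned curve classes.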
# Numbers without * were called inactive; i = inactive; ? = inconclusive; . = not tested or not shown; [ ] = remark or other dose. Unless noted, calls come from the whole dose curve; as a rule, active = well fitted curve in the direction sought with a large enough effect; inconclusive = small, poorly fitted or top-dose-only effect, or another doubt; inactive = no such curve, though single readings can be large; an effect the other way counts as inactive or inconclusive.
SMILES,KB-3-1 cytotox,D3 ag,HT1080-NT tox,GLP1R cytotox,MCF10A rerep,IL-1B inflam inh,SW480 rereplic,KB-V1 cytotox,HT1080 IDH1KD tx
O=C(Nc1cccc2ccccc12)c1csc(COCCO)n1,-1%,8,-28%,-23%,.,-3,.,4%,-25%
COc1ccc(-n2nnc3c(=O)n(CC(=O)N4CCCc5ccccc54)cnc32)cc1,6%,-4,8%,5%,3%,-6,-11%,0%,4%
Cc1cc(C(F)(F)F)nn1CC(=O)Nc1cccnc1,-1%,-10,3%,-1%,?,-2,-1%[9.22 µM],22%,17%
Cc1ccc2oc(=O)n(CCNC(=O)Nc3ccccc3Cl)c2c1,2%,-4,.,2%,.,.,.,4%,.
O=C(Nc1ccc(Br)cc1)c1ccc(Br)c(S(=O)(=O)Nc2cccnc2)c1,0%,-13,-2%,-4%,?,26,-1%,1%,-1%
Cc1cccc(C)c1NC(=O)C(c1cccs1)N(Cc1ccco1)C(=O)Cn1nnc2ccccc21 (configuration not stated),-1%,-3,8%,-10%,0%,-3,16%,0%,3%
NC(=O)c1cc(NC(=O)CCCc2nc3ccccc3s2)cc(C(N)=O)c1,14%,2,6%,0%,0%,47,1%,-11%,0%
CCN(CC)c1ccc(C(=O)NNC(=O)CNC(=O)c2ccco2)cc1,-2%,2,11%,2%,0%,2,-1%,-10%,9%
Cc1ccc(C(=O)Nc2nc3n(n2)C(c2ccc(F)cc2)C=C(c2ccccc2)N3)cc1 (configuration not stated),-7%,4,.,330%[activator],.,.,.,-2%,.
Cc1ccccc1NC(=O)c1ccc(NS(=O)(=O)c2cc(C(C)(C)C)cc(C)c2C)cc1,?,-26,?,14%,?,-20,-5%,?,?
C/C(CC(=O)Nc1ccc(Cl)cc1Cl)=N\NC(=O)C(=O)N1CCCC1,3%,1,-7%,5%,-1%,-14,1%,1%,-8%
CCOc1ccc(S(=O)(=O)NCCC(=O)N(CC)CC(=O)Nc2c(F)cccc2F)cc1,0%,6,9%,-1%,1%,18,-72%[inhibitor],23%,1%
CCOc1ccc(/C=C(\C(=O)O)c2ccc(S(=O)(=O)N3CCOCC3)s2)cc1OC,-1%,1,13%,-3%,14%,24,1%,?,7%
Cc1cccc(NC(=O)c2cc(-c3cc(C)c(C)cc3O)n[nH]2)c1,2%,-5,?,5%,-5%,-21,-7%,0%,13%
Cc1cc(C(=O)OCC(=O)Nc2c(Cl)cccc2C(F)(F)F)c(C)o1,-8%,12,6%,4%,2%,-9,-5%,-10%,1%
Cc1cccc(C(=O)OCc2cc3ccccc3[nH]c2=O)c1,12%,3,-28%,-15%,19%,15,-5%,5%,-4%
Cc1ccc(C)c(C(=O)Cn2ncc(Cl)c(Cl)c2=O)c1,?,-9,-26%,10µM*,4.6µM*,-104*,?,?,18µM*
Cc1ccc(Cn2ccnc2SCC(=O)Nc2nnc(C)s2)cc1,-8%,-8,.,0%,.,.,.,-26%,.
CCOc1ccc(-c2cc(C(=O)NCCCn3ccnc3)c3ccccc3n2)cc1,17%,-1,-5%,1%,0.58µM*,-5,-18%,17%,-8%
CC(C)C(NC(=O)C12CC3CC(CC(C3)C1)C2)C(=O)N/N=C/C1=C(N2CCOCC2)C(=C\c2ccc([N+](=O)[O-])cc2)/CC1 (configuration not stated),22%,0,12%,-5%,-6%,-6,-9%,?,5%
CCc1nnc(NC(=O)C2CCN(c3ncnc4sc(C)c(C)c34)CC2)s1,-7%,1,4%,-7%,2%,46,-12%,?,6%
CN(CC(=O)Nc1c(Cl)cccc1Cl)C(=O)c1ccc2ccccc2n1,-3%,4,3%,11%,2%,0,-1%,-1%,0%
O=C(CSc1nnc2n(C3CCCC3)c(=O)c3ccccc3n12)N1CCCCCC1,6%,34*,-20%,?,-3%,-10,0%,0%,-24%
C[C@@H]1CCCCCCCCC(=O)OCCN(C(=O)OC(C)(C)C)[C@H](C)CCCCCCCCC(=O)OCCN(C(=O)OC(C)(C)C)[C@H](C)CCCCCCCCC(=O)OCCN(C(=O)OC(C)(C)C)[C@H](C)CCCCCCCCC(=O)OCCN1C(=O)OC(C)(C)C,0%,-9,-6%,17%,27%,25,3%,-19%,-5%
CCN1CCN(c2ncnc3c2nnn3Cc2ccccc2)CC1,9%,-5,3%,-15%,?,27,1%,0%,0%
CCN1CCCC1CNC(=O)COc1cc(=O)n(C)c2ccccc12 (configuration not stated),11%,-22,12%,3%,3%,-5,-1%,-2%,-7%
CCN(CC)c1ccc(C=Nc2ccc(OC)c(S(=O)(=O)N3CCOCC3)c2)c(O)c1,1%,-2,2%,2%,-3%,10,-6%,23%,7%
Cc1ccc(S(=O)(=O)NC2CCCCCC2)cc1,-22%,7,7%,1%,9%,24,1%,21µM*,6%
COc1ccc(-c2cccc(C3CC=CC4C3C(=O)N(Cc3ccccc3)C4c3ccc(C(F)(F)F)cc3)c2)cc1 (configuration not stated),?,4,-3%,11%,?,48,12%[9.22 µM],-22%,-15%
CCOc1ccccc1OCCOc1ccccc1CC,16%,4,12%,11%,-1%,-8,-2%,0%,14%
CN(c1ccccc1)S(=O)(=O)c1cccc(NC(=O)CN2CCc3ccccc3C2)c1,-6%,-1,0%,1%,-1%,19,1%,?,-13%
COc1cc(OC)c(OC)cc1/C=C1\Oc2cc(OCC(=O)N3Cc4ccccc4C[C@H]3C(=O)O)ccc2C1=O,-23%,0,14%,26%,7%,-2,-5%,-13%,2%
O=C(O)c1ccccc1Cc1ccc2c(c1)CCCC2,14%,0,0%,-10%,1%,17,-1%,9%,3%
CC(C)C(=O)N1CCC1(C)C(=O)NCc1ccc(F)cc1Cl (configuration not stated),-1%,-12,-3%,0%,.,-5,.,-13%,3%
CCN(Cc1ccccc1)C1CCN(Cc2ccccc2)CC1,-14%,-18,3%,0%,41%,?,-2%,-9%,1%
Cc1cccc(C)c1NS(=O)(=O)c1cc2c3c(c1)CC(=O)N3CCC2,-7%,-4,1%,-25%,0%,14,-2%,3%,13%
COc1cc2c(-c3ccc4cc[nH]c4c3)c(-c3ccsc3)oc(=O)c2cc1OC,?,52*,-1%,5%,?,-19,-7%,-8%,1%
Cc1ccc(S(=O)(=O)NCC(c2ccc3c(c2)OCO3)N2CCN(c3ccccc3)CC2)cc1 (configuration not stated),-3%,5,-4%,3%,?,-8,-1%,0%,-7%
O=C(O)c1ccc(NC2=C/C(=N/S(=O)(=O)c3cccs3)c3ccccc3C2=O)cc1,?,-21,?,?,.,-94*,.,?,?
CC(=O)Nc1cccc(NC(=S)Nc2ccc(F)c(Cl)c2)c1,-3%,2,-6%,8%,2%,-7,?,-17%,-1%

# Two records drawn at random from those above:
SMILES,KB-3-1 cytotox,D3 ag,HT1080-NT tox,GLP1R cytotox,MCF10A rerep,IL-1B inflam inh,SW480 rereplic,KB-V1 cytotox,HT1080 IDH1KD tx
COc1cc(OC)c(OC)cc1/C=C1\Oc2cc(OCC(=O)N3Cc4ccccc4C[C@H]3C(=O)O)ccc2C1=O,-23%,0,14%,26%,7%,-2,-5%,-13%,2%
CC(C)C(=O)N1CCC1(C)C(=O)NCc1ccc(F)cc1Cl (configuration not stated),-1%,-12,-3%,0%,.,-5,.,-13%,3%

# The listing continues:
SMILES,KB-3-1 cytotox,D3 ag,HT1080-NT tox,GLP1R cytotox,MCF10A rerep,IL-1B inflam inh,SW480 rereplic,KB-V1 cytotox,HT1080 IDH1KD tx
CCOc1ccc(N(C)S(=O)(=O)c2ccc(C)c(C(=O)OCC(=O)c3c[nH]c4ccccc34)c2)cc1,9%,2,21%,15%,0%,-17,-1%,7%,17%
Cc1cc(N2C(=O)C(=O)/C(=C(/O)c3ccccc3)C2c2cccc(Br)c2)no1 (configuration not stated),21%,7,-3%,2%,-8%,24,6%,27%,16%
CSCCCNC(=S)Nc1ccc(N2CCOCC2)cc1,-7%,-1,-1%,-9%,15%,8,4%,1%,1%
COc1cccc(CNn2cn[nH]c2=S)c1OCc1ccccc1,8%,-4,0%,0%,4%,2,4%,6%,0%
Cc1ccc(NCc2cccn2-c2nnc(N3CCCCCC3)s2)cc1,9%,5,.,-1%,.,.,.,1%,.
N#C/C(C(=O)Oc1ccccc1)=C1\C=CC=CN1,9%,-8,9%,-4%,-2%,17,0%,-2%,8%
Cc1cc(C)c2[nH]c(=O)c(C(c3nnnn3Cc3ccc4c(c3)OCO4)N3CCCCC3)cc2c1 (configuration not stated),-21%,-8,-5%,10%,1%,-7,-13%,-5%,-3%
Cc1cc(C(=O)CSc2cccc[n+]2[O-])c(C)n1-c1ccc(OC(F)F)cc1,-17%,6,-9%,-21%,-6%,9,-5%,-5%,-16%
CCC(=O)Oc1ccc(-c2cnc3ccccc3n2)cc1,-1%,-6,-28%,56%[activator],?,-10,?,?,-7%
Fc1ccc(NC(=S)Nc2ccccc2Cl)cc1,-9%,-10,24%,?,-6%,0,12%,-28%,19%
CCOC(=O)c1cc(S(=O)(=O)Nc2cc(C)c(Cl)cc2OC)[nH]n1,-13%,-5,.,-5%,.,.,.,-5%,.
CCOc1ccc(-c2nc(N)nc(C)c2-c2ccc(OC)c(OC)c2)c(O)c1,12%,4,-5%,1%,-1%,-14,-5%,3%,-1%
Clc1nc2nc3n(c2nc1Cl)CCC3,2%,-1,0%,-6%,0%,-11,-9%,-1%,2%
C/C(=N\NC(=O)C(=O)Nc1c(C)n(C)n(-c2ccccc2)c1=O)c1ccc(Cl)s1,1%,-11,5%,-8%,8%,-20,1%,-3%,6%
CCC(=O)Nc1c(S(=O)(=O)c2ccccc2)c2nc3ccccc3nc2n1C(C)c1ccccc1 (configuration not stated),?,3,-12%,66%[activator],21µM*,?,?,-31%,-26%
COCc1ccc(C(=O)N2CCCCC2C(=O)Nc2ccc(-n3nc(C)cc3C)cc2)o1 (configuration not stated),-1%,-2,6%,-8%,5%,i,-14%,?,-10%
